MEKK3 PB1 HTS – modulators of MEKK3-MEK5 PB1 binding, primary screen, biochemical, wildtype MEKK3, multiplex bead flow cytometry, Alexa488-MEK5; Mitogen-activated protein kinase kinase kinase 3 (Homo sapiens), Q99759; bead-based flow cytometry, Alexa488-MEK5 binding to MEKK3; actives lie on both sides; 0 = blocked by unlabeled MEK5, 100 = vehicle; binding response (% of control), % at 10 µM; 1.4% of 290,000 active; AID 1529, 2009;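 active = binding response more than 3 SD above or below the average of its plate-row segment, actives on both sides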;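 note: Alexa488 bead fluorescence after subtracting the streptavidin-only scavenger bead signal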
Target sequence (Q99759 whole entry, looked up): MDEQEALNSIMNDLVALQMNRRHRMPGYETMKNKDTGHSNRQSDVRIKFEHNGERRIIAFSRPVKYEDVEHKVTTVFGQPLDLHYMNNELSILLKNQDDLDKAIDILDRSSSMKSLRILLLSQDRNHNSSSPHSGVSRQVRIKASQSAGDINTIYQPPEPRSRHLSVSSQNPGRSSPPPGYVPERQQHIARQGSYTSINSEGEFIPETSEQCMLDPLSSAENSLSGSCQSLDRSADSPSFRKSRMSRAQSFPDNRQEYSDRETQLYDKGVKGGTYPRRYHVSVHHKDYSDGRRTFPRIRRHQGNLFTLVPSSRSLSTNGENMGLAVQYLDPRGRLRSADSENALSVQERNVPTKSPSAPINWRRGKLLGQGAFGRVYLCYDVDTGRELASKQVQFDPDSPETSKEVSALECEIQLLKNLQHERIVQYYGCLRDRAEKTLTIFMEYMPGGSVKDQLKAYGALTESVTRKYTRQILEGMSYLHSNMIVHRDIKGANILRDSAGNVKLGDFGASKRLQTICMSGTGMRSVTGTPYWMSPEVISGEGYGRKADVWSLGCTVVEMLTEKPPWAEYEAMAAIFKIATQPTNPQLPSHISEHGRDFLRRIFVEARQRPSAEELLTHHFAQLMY
DNA FID counter – compounds displacing fluorescent DNA intercalator, primary screen, artefact control for HCV NS3 helicase inhibitor project, biochemical, FID fluorescence | 0.17% of 290,000 active | inhibition, % at 7.9 µM | DNA fluorescent intercalator displacement; in the data active = inhibition above about 37%;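 note: 0% = vehicle and 100% = reference compound; higher means more ethidium bromide displaced from hairpin DNA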
PHOSPHO1 inh – PubChem AID 1565; inhibition, % at 13.3 µM; 1.1% of 290,000 active; recombinant PHOSPHO1, absorbance phosphatase assay; Phosphoethanolamine/phosphocholine phosphatase (Homo sapiens), Q8TCT1; in the data active = inhibition above about 60%
Target sequence (Q8TCT1 whole entry, looked up): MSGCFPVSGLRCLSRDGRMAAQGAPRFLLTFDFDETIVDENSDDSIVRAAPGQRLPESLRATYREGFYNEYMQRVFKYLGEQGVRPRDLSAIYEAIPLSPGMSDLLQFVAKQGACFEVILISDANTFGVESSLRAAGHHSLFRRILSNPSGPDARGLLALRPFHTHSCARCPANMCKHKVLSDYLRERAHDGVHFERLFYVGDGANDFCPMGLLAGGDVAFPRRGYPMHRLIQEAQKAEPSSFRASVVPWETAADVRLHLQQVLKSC
HCV NS3 hel inh – inhibitors of HCV NS3 helicase, primary screen, biochemical, Cy5 molecular beacon fluorescence | NS3 helicase DNA unwinding | AID 1800, 2009 | 0.56% of 290,000 active | inhibition, % at 10.9 µM;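 active = inhibition above the mean of all tested compounds plus 3 SD, set per campaign, cut at about 35% in these data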;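 note: 0% = DMSO wells and 100% = thioflavine S control wells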
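System: NS3 helicase fragment of HCV / Schedule: 1 h at 25 °C / Control set: DMSO alone as 0% and 110 µM thioflavine S as 100% / Reagent: Cy5/quencher beacon DNA duplex and ATP to start / Technique: Cy5 fluorescence / Replication: singlicate / Evaluation: % inhibition of end-to-start signal ratio versus controls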
p-CIP stab down – p/CIP-EGFP fusion destabilizers, primary screen, fluorescence, F442A cells | decrease of EGFP signal, % at 10 µM | 0.01% of 290,000 active | 16 h | Q05BA5;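 active = EGFP signal decrease of at least 30% at 10 µM or well 3 SD below plate mean, unless failing retest; inactive = the rest, including hits failing retest or dose response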; note: some compounds called inactive have numbers as strong as hits; many of its hits are not listed in these tables
VIM-2 inh – VIM-2 metallo-beta-lactamase inhibitors, primary screen, biochemical, epi-absorbance readout, Pseudomonas aeruginosa enzyme; purified VIM-2, nitrocefin hydrolysis, epi-absorbance fluorescence; inhibition, % at 5.6 µM; 0.89% of 290,000 active;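 active = inhibition above the mean of all tested compounds plus 3 SD, cutoff set per screening run, cut at about 7.5% in these data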;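 note: red hydrolysis product quenches plate fluorescence so inhibitors raise well fluorescence; 0% = enzyme with DMSO and 100% = DMSO without enzyme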
IDE cell activ – human IDE activators in live cells, primary screen, fluorescence polarization, HEK cells, FAbeta-B substrate | Insulin-degrading enzyme (Homo sapiens), P14735 | FAbeta-B cleavage; 0% vehicle, 100% cell-free pure enzyme wells | activation, % at 5.96 µM | 0.073% of 340,000 active;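 active = activation above the mean of all tested compounds plus 3 SD, set per screening campaign, cut at about 17% in these data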
SUMO HTRF inh – inhibitors of in vitro SUMOylation cascade, primary screen, biochemical, HTRF, uHTS; SUMO-conjugating enzyme UBC9 (Homo sapiens), P63279; HTRF SUMOylation assay, SAE1/SAE2 + UBC9; inhibition, % at 35 µM; 0.36% of 290,000 active; in the data active = inhibition above about 50%, passing the limit was not always enough; note: strong numbers were not always called active
IMP-1 inhibitor – IMP-1 metallo-beta-lactamase inhibitors, primary screen, biochemical, epi-absorbance readout, Pseudomonas aeruginosa enzyme; metallo-beta-lactamase IMP-1 (Pseudomonas aeruginosa); purified IMP-1, nitrocefin hydrolysis, epi-absorbance fluorescence; inhibition, % at 5.6 µM; 0.45% of 290,000 active; AID 1556, 2009;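 active = inhibition above the mean plus 3 SD of all compounds in the same screening run, cut at about 4.5% in these data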;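 note: 0% = IMP-1 with DMSO and 100% = DMSO wells lacking enzyme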
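System: purified IMP-1; amount: IMP-1 0.2 nM before substrate addition; compound: single dose, 5.6 µM; times: 25 °C, 15 min preincubation, 25 min reaction; signal: Epi-absorbance via hydrolysed-nitrocefin quenching of white-plate fluorescence, 480/530 nm, EDTA stop; benchmarks: DMSO with and without IMP-1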
An asterisk follows results filed as active; nt = not tested or not shown. These rows are one share of the data; count on the stated rates, not on these rows.

SMILES	MEKK3 PB1 HTS	DNA FID counter	PHOSPHO1 inh	HCV NS3 hel inh	p-CIP stab down	VIM-2 inh	IDE cell activ	SUMO HTRF inh	IMP-1 inhibitor
O=C(Cn1cc(C(=O)c2cccs2)c2ccccc21)NCc1ccc2c(c1)OCO2	100	-5	7	-7	-3	-2.2	2	5	2.0
CCOC1=NS(=O)(=O)c2ccccc21	107	10	-4	-2	5	-2.5	1	-3	-2.6
O=C(Nc1ccccc1)Nc1nnc(SCc2ccc(Cl)cc2)s1	97	0	-9	5	9	-1.4	4	-4	-2.6
COc1ccc(NC(=O)c2c(-c3ccccc3Cl)noc2C)c(OC)c1	104	-10	-42	-11	0	-2.2	3	0	-2.4
CCOC(=O)N1CCN(C(=O)c2cc3c(=O)n(C)c4ccccc4c3n2C)CC1	96	-29	-5	0	1	3.6	3	4	-3.6
CCOc1ccc(N2C(=O)Nc3ccccc3C2(O)C(=O)NCc2ccc3c(c2)OCO3)cc1 (stereo unspecified)	105	-13	28	2	-12	-3.2	-4	13	-4.1
Cc1cc2c(c(=O)o1)C(Cc1ccccc1)C(C#N)=C(N)O2 (stereo unspecified)	105	1	4	3	5	-0.3	-1	-9	-4.3
CN(C)S(=O)(=O)c1ccc(Cl)c(NC(=O)CN2CCCC2)c1	104	-8	24	1	3	-3.5	4	-9	-3.0
CCOc1ccc(/C=N/NC(=O)COc2ccccc2-c2ccccc2)cc1	104	-5	42	-4	-5	-2.2	2	12	-3.3
COC(=O)c1c(-c2ccc(F)cc2)csc1NC(=O)c1ccco1	89	-7	2	-1	-23	-0.7	-3	16	-1.8
CCn1c(Cn2nnc(-c3ccccc3)n2)nnc1SCc1ccc(Cl)c(Cl)c1	102	-15	-7	-9	1	-3.3	1	-30	-2.3
COc1ccc(C(N)=S)c(OC)c1	105	-2	-2	-3	8	1.8	-2	-2	4.1
Cc1ccc(OCCSc2nnc(NC(=O)c3ccco3)s2)cc1	104	-3	-22	-3	5	-3.8	0	14	-3.3
COc1ccc(C2c3c(ccc4ccccc34)Oc3ncn4nc(-c5ccco5)nc4c32)cc1OC (stereo unspecified)	86	-2	-3	0	-1	-2.4	0	5	-1.4
Oc1cc2ccccc2cc1-c1n[nH]c(=S)o1	99	-6	96*	28	9	-1.6	0	26	-2.5
COc1ccccc1-c1cc(C(F)(F)F)nc(S(=O)(=O)CCCC(=O)N2CCCCC2C)n1 (stereo unspecified)	94	-24	13	-2	-4	-2.1	0	-21	-3.3
Cc1ccc(S(=O)(=O)N2CCOCC2)cc1C(=O)NC1CCCC1	102	-4	-6	4	-1	-1.2	-1	-5	-3.0
CCN(CC)CCN1c2ccccc2Sc2ccc3ccccc3c21	90	6	50	-62	-8	-0.5	1	25	-0.3
CC(C)NC(=O)NNC(=O)c1nn(-c2ccc(F)cc2)ccc1=O	103	-4	25	7	8	-3.5	4	-5	-1.1
COc1cc(C(c2c(C)[nH][nH]c2=O)c2c(C)[nH][nH]c2=O)cc(Br)c1OC	102	-12	nt	-2	5	-2.1	2	-3	-2.1
CC(=O)/C(=N\Nc1ccccc1Cl)Sc1cccc2cccnc12	85	1	2	-7	7	-1.8	3	-10	-1.3
CCOc1ccc(S(=O)(=O)N(C)c2ccc(OCC(=O)NC3=NCCS3)cc2)cc1	113	-31	18	-7	1	0.1	3	14	-1.8
O=C(O)C1CCC(=O)N(C2CCCCC2)C1c1ccccc1 (stereo unspecified)	101	-7	3	9	-3	-3.1	1	-2	-2.4
CC(/C=C/c1ccc2c(c1)OCO2)=N\NC(=O)c1cccc([N+](=O)[O-])c1	104	1	21	6	3	-2.8	1	3	-3.6
O=C(NC1CCSC1=O)C1CCCCC1 (stereo unspecified)	102	1	14	19	-7	3.3	3	9	-3.3
Cc1nc2oc3ccc(F)cc3c(=O)c2cc1C(=O)NC(C)(C)C	97	1	20	10	17	-3.0	-1	-9	-2.7
O=C(NC(=S)Nc1cc(-c2nc3ccccc3[nH]2)ccc1Cl)c1ccc2c(c1)OCO2	105	3	-10	-8	1	0.5	2	-5	1.7
Cc1ccc(-c2csc3ncnc(Cl)c23)cc1	104	-4	3	3	-12	-2.7	-1	14	-2.3
CCOC(=O)C1=C(C)Nc2ncnn2C1c1ccc2c(c1)OCO2 (stereo unspecified)	104	-6	-14	-1	-3	-2.1	-1	14	-2.0
Cc1cc(NC(=O)c2cc([N+](=O)[O-])cc([N+](=O)[O-])c2)no1	101	2	16	1	0	1.5	nt	17	-1.2
NS(=O)(=O)c1ccc(CCNC(=O)Cn2c(=O)c3cccn3c3cccnc32)cc1	98	-4	27	-1	-1	-0.8	4	14	0.0
O=C(CCN1C(=O)c2ccccc2C1=O)CN1CCOCC1	108	0	6	-1	-1	-2.2	1	10	-1.9
CC1CCN(S(=O)(=O)c2cc(Cl)ccc2Br)CC1	94	-4	-34	5	-3	-4.1	2	3	-2.8
C/C(=N/NC(=O)c1ccc2nc[nH]c2c1)c1cccs1	97	-2	4	0	-3	-1.7	3	6	-1.8
COCCn1c(SCC(=O)N2CCCCC2)nc2ccccc2c1=O	106	-23	-31	-3	2	0.0	-2	-8	-1.3
O=C(CSc1nc2ccsc2c(=O)n1Cc1ccccc1)NCc1ccco1	99	-16	18	-1	2	-3.6	6	4	-5.2
CCCc1cc(C(=O)Nc2cc(OC)c(Cl)cc2OC)no1	nt	2	-18	0	0	-4.2	0	-4	-2.7
CCn1c(SCC(=O)NC(C)C(C)C)nc2cc(S(=O)(=O)N3CCOCC3)ccc21 (stereo unspecified)	108	-34	38	3	-3	-2.9	4	7	-3.5
O=C(CC1Sc2ccccc2NC1=O)OC(C(=O)NCCc1ccccc1)c1cccnc1 (stereo unspecified)	nt	-32	22	1	-8	-2.8	-6	1	-3.0
O=C(O)CCC(=O)Nc1ccccc1C(=O)Nc1ccccc1	117	-3	-20	-12	-16	-2.7	9	75	-3.7
CC(C)c1ccc(/C=N/NC(=O)c2nnn(-c3nonc3N)c2CN(C)C2CCCCC2)cc1	104	-5	34	0	0	-1.5	-4	9	-2.9
COc1ccc(C(C#N)N2CCC(c3ccccc3)=N2)cc1OC (stereo unspecified)	104	-4	10	7	-5	-0.7	11	12	-3.5
Clc1ccc(CSc2nnc([C@@H]3CCCN3)o2)cc1	113	-1	-10	0	7	0.2	3	6	-2.2
CCCCn1nnc(NC(=O)CC23CC4CC(CC(C4)C2)C3)n1	102	-27	-10	3	1	-1.9	-2	-3	-3.1
COc1cc2c(=O)n(Cc3ccccc3)c(=O)n(CC(=O)NCC3CCCO3)c2cc1OC (stereo unspecified)	100	-3	-14	-11	-12	1.2	-4	-2	0.7
O=C1CC(N2CCOCC2)=NN1c1ccc([N+](=O)[O-])cc1	103	-1	20	8	-3	-1.7	3	96	-0.6

12 entries from above, sorted by count of non-hydrogen atoms, high to low.
SMILES	MEKK3 PB1 HTS	DNA FID counter	PHOSPHO1 inh	HCV NS3 hel inh	p-CIP stab down	VIM-2 inh	IDE cell activ	SUMO HTRF inh	IMP-1 inhibitor
CC(C)c1ccc(/C=N/NC(=O)c2nnn(-c3nonc3N)c2CN(C)C2CCCCC2)cc1	104	-5	34	0	0	-1.5	-4	9	-2.9
COc1ccccc1-c1cc(C(F)(F)F)nc(S(=O)(=O)CCCC(=O)N2CCCCC2C)n1 (stereo unspecified)	94	-24	13	-2	-4	-2.1	0	-21	-3.3
CCOc1ccc(S(=O)(=O)N(C)c2ccc(OCC(=O)NC3=NCCS3)cc2)cc1	113	-31	18	-7	1	0.1	3	14	-1.8
CCOc1ccc(/C=N/NC(=O)COc2ccccc2-c2ccccc2)cc1	104	-5	42	-4	-5	-2.2	2	12	-3.3
COc1cc(C(c2c(C)[nH][nH]c2=O)c2c(C)[nH][nH]c2=O)cc(Br)c1OC	102	-12	nt	-2	5	-2.1	2	-3	-2.1
COCCn1c(SCC(=O)N2CCCCC2)nc2ccccc2c1=O	106	-23	-31	-3	2	0.0	-2	-8	-1.3
Cc1ccc(S(=O)(=O)N2CCOCC2)cc1C(=O)NC1CCCC1	102	-4	-6	4	-1	-1.2	-1	-5	-3.0
O=C(O)CCC(=O)Nc1ccccc1C(=O)Nc1ccccc1	117	-3	-20	-12	-16	-2.7	9	75	-3.7
O=C(O)C1CCC(=O)N(C2CCCCC2)C1c1ccccc1 (stereo unspecified)	101	-7	3	9	-3	-3.1	1	-2	-2.4
O=C1CC(N2CCOCC2)=NN1c1ccc([N+](=O)[O-])cc1	103	-1	20	8	-3	-1.7	3	96	-0.6
Clc1ccc(CSc2nnc([C@@H]3CCCN3)o2)cc1	113	-1	-10	0	7	0.2	3	6	-2.2
CCOC1=NS(=O)(=O)c2ccccc21	107	10	-4	-2	5	-2.5	1	-3	-2.6

High-throughput results deposited in PubChem BioAssay by several laboratories.
